trophozoite growth = anti-Giardia activity of synthetic compounds – Compounds Australia Scaffold Library subset, 24/48 h, primary screen (AID 1794835). 2,500 compounds, 2% hits. inhibition, % at 10 µM. hits give high values; in the data active means inhibition mostly above about 45%, no sharp cut-off; inactive means mostly below about 37%;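 further: 0% = parasite counts in DMSO vehicle wells; trophozoite growth inhibition read by imaging counts at 24 h; calls made by hand needing about 50% inhibition in two separate runs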
Calls only; i = inactive. An excerpt, so the mix of outcomes need not match the whole.

SMILES | trophozoite growth
Cc1nn(C)c(C)c1CC(=O)N1CCC(N2CCCC2)C1 (stereo unspecified) | i
Cc1oc(-c2ccccc2)nc1CN1C(=O)CN=C(c2ccccc2)c2ccccc21 | i

Assay outcomes: PubChem, Institute for Biomedicine and Glycomics
